Screens: PubChem, several laboratories
proCasp7 act = counter-screen: procaspase-7 (human) activation | P55210 | recombinant procaspase-7, Ac-DEVD-pNA absorbance 405 nm; D23A/D198A/D206A triple mutant, cannot self-cleave; scale: DMSO 0, 5 µM enzyme 100 | activation, % at 8.5 µM | 0.093% of 330,000 active | AID 463210;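 active = percent activation above the screen-wide mean plus 3 SD, cut at about 25% in these data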
Target sequence (P55210 whole entry D23A/D198A/D206A): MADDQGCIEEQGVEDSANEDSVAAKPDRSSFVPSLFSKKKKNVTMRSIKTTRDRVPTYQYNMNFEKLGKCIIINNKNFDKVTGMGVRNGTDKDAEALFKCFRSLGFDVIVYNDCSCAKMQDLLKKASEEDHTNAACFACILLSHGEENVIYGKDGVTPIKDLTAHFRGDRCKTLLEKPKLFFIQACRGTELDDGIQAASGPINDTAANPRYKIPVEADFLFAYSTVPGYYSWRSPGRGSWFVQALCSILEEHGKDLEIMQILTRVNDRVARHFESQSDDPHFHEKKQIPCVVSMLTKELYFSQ
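Replicates: singlicate. Assay system: Procaspase-7 triple mutant (PC-7 D3A). Signal: 405 nm absorbance of p-nitroaniline. Times: 1 h preincubation, 2 h reaction. Buffer or medium: Zinc-free HEPES pH 7.4 with 300 mM NaCl, 0.01% Triton X-100. Also added: DEVD-pNA substrate. Benchmarks: DMSO wells as 0%, DMSO with 5 µM added PC-7 as 100%.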
JMJD2C inh = inhibitors of human GASC-1 (JMJD2C) demethylase. Q9H3R0. GST-JMJD2C(1-420) H3K9me3 demethylation, DELFIA europium. inhibition, % at 2.35 µM. 0.069% of 330,000 active. AID 2099;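 active = more than half of a compound's replicate wells show inhibition beyond 50%, single wells judged on their own value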;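 also: signal counts dimethyl H3K9 product captured on neutravidin plate; 0% = median of DMSO wells and 100% = 0.3 times that DMSO median; strong numbers were not always called active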
Target sequence (Q9H3R0 1-420 limits assumed): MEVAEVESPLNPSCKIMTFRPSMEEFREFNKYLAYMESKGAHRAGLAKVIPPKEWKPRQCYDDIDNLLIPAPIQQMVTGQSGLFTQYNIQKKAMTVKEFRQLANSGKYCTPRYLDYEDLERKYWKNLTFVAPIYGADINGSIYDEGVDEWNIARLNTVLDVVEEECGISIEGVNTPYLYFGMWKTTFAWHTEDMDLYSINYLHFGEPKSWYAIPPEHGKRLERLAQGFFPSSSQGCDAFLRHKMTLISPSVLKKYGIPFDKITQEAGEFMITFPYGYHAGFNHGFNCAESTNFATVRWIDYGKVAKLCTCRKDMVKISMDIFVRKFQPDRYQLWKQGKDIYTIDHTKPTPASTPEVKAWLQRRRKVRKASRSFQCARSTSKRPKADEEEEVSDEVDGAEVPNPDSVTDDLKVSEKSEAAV
LAP4 TOR yeast = modulators of TOR pathway LAP4-GFP in S. cerevisiae | S. cerevisiae LAP4-GFP multiplex, flow cytometry GFP, 3 h; median GFP as percent of DMSO wells | GFP response vs DMSO, % at 10 µM | 0.34% of 320,000 active | AID 2023;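 active = GFP response vs DMSO above a set limit, about the screen mean plus 3 SD, cut at about 150% in these data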
MEP2-GFP yeast = alters MEP2-GFP fluorescence in TOR pathway yeast screen | S. cerevisiae MEP2-GFP strain, flow cytometry GFP, 3 h; 100% = DMSO control level | 0.51% of 330,000 active | GFP response vs DMSO, % at 10 µM;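 active = GFP response versus DMSO above a set limit, roughly screen mean plus 3 SD, cut at about 180% in these data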;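 also: median GFP fluorescence of the barcode-gated MEP2-GFP cells per well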
proCasp3 act = procaspase-3 (human) activation. recombinant procaspase-3 D3A, Ac-DEVD-pNA absorbance 405 nm. activation, % at 8.5 µM. 0.11% of 330,000 active. AID 463141;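 active = activation above the mean of all tested compounds plus 3 SD, cut at about 21% in these data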;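 also: 0% = DMSO alone and 100% = DMSO wells spiked with extra 5 µM PC-3 D3A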
Target sequence (P42574 whole entry D9A/D28A/D175A): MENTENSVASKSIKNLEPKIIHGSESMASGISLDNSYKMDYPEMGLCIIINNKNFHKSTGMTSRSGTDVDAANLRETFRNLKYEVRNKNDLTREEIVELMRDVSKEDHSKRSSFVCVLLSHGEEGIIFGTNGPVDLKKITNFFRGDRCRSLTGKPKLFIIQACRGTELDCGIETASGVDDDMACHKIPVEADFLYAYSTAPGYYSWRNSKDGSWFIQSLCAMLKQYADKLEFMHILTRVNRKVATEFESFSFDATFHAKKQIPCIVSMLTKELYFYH
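Evaluation: percent activation relative to control range; Material: Procaspase-3 D3A mutant, all three cleavage aspartates alanine; Compound: single dose, 8.5 µM nominal compound, 0.8% DMSO; Replication: one well per compound; Signal: absorbance at 405 nm, 0 and 120 min; Schedule: 1 h preincubation plus 2 h reaction at 25 °C.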
RPL19A-GFP yeast = yeast TOR pathway RPL19A-GFP modulation; S. cerevisiae RPL19A-GFP strain, flow cytometry, 3 h; stronger effect = lower value; percent response vs DMSO, % at 10 µM; 0.3% of 330,000 active; AID 2025;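 active = percent response vs DMSO below 50%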;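 also: median channel GFP fluorescence of the barcoded RPL19A-GFP strain; ratio of sample median GFP to plate DMSO average so 100% = DMSO; lower means less RPL19A-GFP as with rapamycin TOR inhibition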
AHR act = activates the human aryl hydrocarbon receptor. AID 2796. AHR-responsive luciferase reporter cells, luminescence. activation, % at 5 µM. 2.5% of 320,000 active. P35869; in the data active = activation above about 47%;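 also: 0% = vehicle wells and 100% = reference agonist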
Yeast superoxide = yeast age-related superoxide inhibition as caloric restriction mimetic; superoxide response (% of plate mean), % at 10 µM; 0.18% of 330,000 active; AID 2690; S. cerevisiae aged cells, superoxide DHE fluorescence; stronger effect = lower value;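 active = superoxide response under a set limit, about three screen SD below normal, cut at about 65% in these data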;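 also: yeast aged for seven days with compound at 30 °C before DHE staining; 100% = average MFI of all compound-treated wells on the plate with controls excluded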
The depositor's hits bear a star; / = no result given; [ ] = dose if it differs, or a comment.

canonical_smiles	proCasp7 act	JMJD2C inh	LAP4 TOR yeast	MEP2-GFP yeast	proCasp3 act	RPL19A-GFP yeast	AHR act	Yeast superoxide
CN(C)/C=C1\SC(=S)N(N2C(=O)C3C4C=CC(C4)C3C2=O)C1=O (stereo not given)	2	-20	109	115	1	102	2	101
O=C(C1CCN(c2ncnc3c2sc2cccc(F)c23)CC1)N1CCCC1	0	31	112	93	2	96	7	96
Cc1cc(=O)c(C(=O)O)cn1Nc1ccc(F)cc1	-5	23	95	102	-4	100	-2	114
C[N+]1(CCCOC(=O)C2(c3ccccc3)CCCC2)CCOCC1	4	6	101	99	-12	101	1	117
CC(NC(=O)CCSc1nc(-c2ccc3c(c2)OCO3)cc(C(F)(F)F)n1)c1ccccc1 (stereo not given)	6	43	98	100	3	98	5	94
CC1=C(C(=O)OCC(Cl)(Cl)Cl)N2C(=O)C(NC(=O)Cc3ccccc3)C2SC1 (stereo not given)	-13	-4	85	97	2	99	4	103
CCOc1ccccc1CN1C(=O)NC2(CCCCCC2)C1=O	1	3	92	86	1	90	2	122
NC(=O)c1ccc[n+]([C@H]2O[C@@H](COP(=O)([O-])OP(=O)(O)OC[C@H]3O[C@@H](n4cnc5c(N)ncnc54)[C@H](O)[C@@H]3O)[C@H](O)[C@@H]2O)c1	0	/	111	95	1	99	-1	97
CN(Cc1c(C(=O)N/N=C/c2cccc(O)c2)nnn1-c1nonc1N)c1ccccc1	6	6	84	93	1	95	2	94
Cc1nc(CN(C)C(=O)CC2C(=O)NCCN2Cc2ccc(-c3ccccc3)cc2)cs1 (stereo not given)	0	4	96	97	1	93	2	100
Nc1ccccc1OCCOCCOCCOc1ccccc1N	9	5	97	108	-3	108	6	114
Nc1c(Cl)c(Cl)nc(C(=O)N/N=C/c2cccnc2)c1Cl	0	-11	117	107	1	109	86*	105
CCC(C)(C(=O)NC1CCCC1)N(C(=O)c1ccccn1)c1ccccc1 (stereo not given)	9	-13	104	105	8	102	-3	99
CN1CCN(C2=C(Cl)C(=O)N(C3CCCCC3)C2=O)CC1	-2	11	98	93	0	101	3	93
Cc1cccnc1NC(=O)c1cccc(S(=O)(=O)N2CCN(c3ccc(F)cc3)CC2)c1	-5	10	87	89	3	70	-4	94
Cc1ccc(S(=O)(=O)NC2c3cccc4cccc(c34)C2Sc2ncccn2)cc1 (stereo not given)	4	-5	102	97	-6	99	4	114
Cc1cccc(C(=O)NCC(=O)OCC(=O)NC2CCCCC2)c1	9	-5	93	97	4	99	1	119
CCOc1ccc(Oc2c(/C=N/NC(C)=O)c(C)nn2-c2ccccc2)cc1	6	0	105	107	1	100	8	89
CC(C)CNC(=S)NC1CC2CCCC(C1)N2C1CCCCC1 (stereo not given)	7	3	103	107	-1	113	-1	99
COc1nccnc1NS(=O)(=O)c1ccc(N/C=C2\CCCCC2=O)cc1	-16	31	95	94	3	96	8	100
O=C(Nc1ccccc1C(F)(F)F)C(O)(c1ccccc1)C1CCCCC1 (stereo not given)	1	2	101	96	12	91	-2	99
Cc1cccc(OCC(=O)Nc2nc3ccc([N+](=O)[O-])cc3s2)c1C	-5	-1	99	100	-8	98	2	124
CCCC1CCC(C2=N/C(=C\c3ccc(OC)c(OC)c3)C(=O)O2)CC1 (stereo not given)	15	-7	107	98	-11	101	1	104
COc1ccc(C(=O)Oc2ccc3oc(=O)sc3c2)cc1	-19	3	111	101	-14	98	0	102
CCCC(NC(=O)c1c(C)noc1C)C12CC3CC(CC(C3)C1)C2 (stereo not given)	6	-15	102	102	3	101	-3	88

Structures listed so far marked active in AHR act.
compound,JMJD2C inh,LAP4 TOR yeast,MEP2-GFP yeast,proCasp3 act,RPL19A-GFP yeast,AHR act
Nc1c(Cl)c(Cl)nc(C(=O)N/N=C/c2cccnc2)c1Cl,-11,117,107,1,109,86*

(list continues)
canonical_smiles	proCasp7 act	JMJD2C inh	LAP4 TOR yeast	MEP2-GFP yeast	proCasp3 act	RPL19A-GFP yeast	AHR act	Yeast superoxide
CCn1c(C)[n+](Cc2ccccc2)c2ccc(Cl)cc21	-4	7	114	95	3	97	1	106
CSCC[C@H](NC(=O)[C@@H]1Cc2c([nH]c3ccccc23)C2c3ccccc3C(=O)N21)C(=O)NCC1CCCO1 (stereo not given in full)	2	3	108	104	3	99	2	128
COc1ccc(SCCN2CC[C@@H](NC(=O)OCc3ccccc3)CCC2=O)cc1	-6	1	106	84	8	95	1	98
CCOCCOC(=O)c1[nH]c2c(c1C)C(=O)CC(c1ccc(OC)c(OC)c1)C2 (stereo not given)	5	2	101	107	2	104	2	96
Cc1ccc(C(=O)CSc2nnc(CNc3ccc(C)cc3C)o2)cc1	-2	4	100	100	1	100	7	102
CCCn1c(SCCN2CCOCC2)nc2c1c(=O)n(C)c(=O)n2C	/	-2	97	104	/	102	/	102
CC(NC(=O)Nc1ccc2c(c1)OCO2)C1CCCO1 (stereo not given)	-5	-30	99	97	1	99	66*	89
Cc1ccc(NC(=O)C2CC(=O)N(Cc3ccccc3)C2)nc1 (stereo not given)	2	1	111	98	1	102	-1	105
O=C(O)CC(SCC(=O)Nc1ccc(Br)cc1)C(=O)O (stereo not given)	8	-3	102	100	-7	97	-1	92
COc1ccc2nc(NC(=S)N(C)C)sc2c1	-25	-11	146	105	-11	98	-10	91
CCOc1ccc(/C(O)=C2/C(=O)C(=O)N(CCOCCO)C2c2ccccc2)cc1 (stereo not given)	4	0	97	97	-1	95	-1	107
C/C(=N\OCC(=O)OCC(=O)NC(=O)c1ccccc1)c1ccc2c(c1)OCO2	-6	1	106	99	-1	99	2	82
Cc1cccc(C(C(=O)NC2CCCCC2)N(C(=O)c2csnn2)C2CC2)c1 (stereo not given)	-2	6	95	95	-4	101	2	111
CC(=O)N1CCN(c2cc3c(cc2F)c(=O)c(C(=O)O)cn3C2CC2)CC1	-1	8	101	106	2	106	2	85
OCC1(CC2CCCCO2)CCN(C/C=C/c2ccccc2)CC1 (stereo not given)	15	-5	102	113	-2	98	1	106
Cc1cc(S(=O)(=O)N2CCN(c3ncccn3)CC2)ccc1-n1cnnn1	5	2	99	102	0	97	2	101
C=CCn1c(COc2ccccc2F)nnc1SCC(=O)N1CC(=O)Nc2ccccc21	-11	4	105	106	1	105	4	96
Cc1ccc(N(C)C(=O)N2CCN(S(=O)(=O)c3ccc(C)c(C)c3)CC2)cc1	8	1	109	106	1	104	0	85
CC1CN(C)C(C)c2c1oc1ccc([N+](=O)[O-])cc21 (stereo not given)	17	2	113	92	4	99	2	94
CCn1c(-c2ccc(C)cc2)nn(CC(=O)NCCc2ccccc2)c1=S	10	7	102	110	-6	97	-1	102
CC(C)C(NC(=O)c1ccc(C(C)(C)C)cc1)C(=O)OCC(=O)NC(=O)Cc1ccccc1 (stereo not given)	-5	-17	91	97	-9	105	3	103
Cc1c(CCOC(=O)C23CC4CC(CC(C4)C2)C3)sc[n+]1Cc1ccccc1	6	-3	90	100	6	102	69*	92
COc1ccc(C=O)cc1OS(=O)(=O)c1ccccc1[N+](=O)[O-]	-2	-1	96	103	5	100	0	106
COCCN1C=C(C(=O)OC)C(c2ccc3c(c2)OCO3)C(C(=O)OC)=C1	8	-5	93	92	0	94	0	101
COc1ccc(S(=O)(=O)N(CC(=O)NC2CC3CCC2C3)c2ccccc2OC)cc1 (stereo not given)	-11	0	99	102	10	99	3	80

Overlap with the part before: two compounds, followed by the next part.
canonical_smiles	proCasp7 act	JMJD2C inh	LAP4 TOR yeast	MEP2-GFP yeast	proCasp3 act	RPL19A-GFP yeast	AHR act	Yeast superoxide
COCCN1C=C(C(=O)OC)C(c2ccc3c(c2)OCO3)C(C(=O)OC)=C1	8	-5	93	92	0	94	0	101
COc1ccc(S(=O)(=O)N(CC(=O)NC2CC3CCC2C3)c2ccccc2OC)cc1 (stereo not given)	-11	0	99	102	10	99	3	80
COC(=O)c1ccc(C2CC(=O)NC3=C2C(=O)CCC3)cc1 (stereo not given)	3	2	113	114	6	104	4	109
CN(C)CCCN(C(=O)c1ccc(S(=O)(=O)N2CCc3ccccc3C2)cc1)c1nc2c(F)cccc2s1	1	-9	104	105	3	101	0	100
Cc1ccc(Cl)cc1N1CCN(S(=O)(=O)c2ccc3c(c2)OCCO3)CC1	-10	8	94	97	-4	95	2	94
COc1ccccc1CNC(=O)C(C)c1ccc([N+](=O)[O-])cc1 (stereo not given)	3	0	94	100	3	102	3	116
COc1cc(C)c(Cc2cnc(N)nc2N)cc1OC	0	-1	106	96	5	105	1	99
Cc1ccc(NS(=O)(=O)c2cccc(C(=O)Nc3c(C)n(C)n(-c4ccccc4)c3=O)c2)cc1	7	26	117	101	4	98	2	96
Cc1nc2cc(NC(=O)N(C)c3ccc4ccccc4c3)ccc2o1	-22	/	113	114	-3	96	17	101
O=C(O)CSc1nc2ccccc2n1Cc1ccccc1	-3	2	104[may fluoresce violet]	352*[may fluoresce violet]	-5	52[may fluoresce violet]	1	98
Cc1nn(C(C)c2nc(-c3ccccc3)no2)c(C)c1[N+](=O)[O-] (stereo not given)	2	-3	111	108	-2	94	10	110
CCOCCCNC(=O)C(NC(=O)c1ccccc1O)c1ccc(C)cc1 (stereo not given)	-5	-1	108	119	-16	107	-1	107
O=S(=O)(NCCc1cn2ccccc2n1)c1ccc(-c2ccccc2)cc1	-19	4	95	94	2	109	5	77
CS(=O)(=O)N1CCC(Oc2ccccc2C(=O)NCCCc2cccnc2)CC1	0	0	104	96	1	103	6	104
Cc1cc(C)c(C(=O)OCc2csc(CC(=O)Nc3ccccc3C)n2)c(C)c1	6	4	85	94	3	97	1	85
CC(=O)Nc1ccc(-c2nnc(SCC(=O)Nc3ccc4c(c3)oc3ccccc34)n2C)cc1	2	8	95	94	-2	94	40	96
Cc1nc2ncnn2c(C)c1Cc1ccccc1Cl	0	2	92	100	-2	99	-3	101
O=C(COC(=O)c1ccccc1O)NCc1ccc2c(c1)OCO2	-1	0	86	94	2	94	0	126
C/C(=N\NS(=O)(=O)c1ccccc1)c1cc(Cl)cc(Cl)c1O	5	-4	100	101	-7	97	1	109
Cc1[nH]c2ccccc2c1/C=N\NC(=O)c1ccco1	/	-2	79	108	/	116	/	81
CCOC(=O)C1=NNC2(c3ccc(C)cc3)C(=O)N(c3ccccc3)C(=O)C12 (stereo not given)	1	-10	114	100	-3	111	-1	102
CC1CN(CCc2ccccc2)c2nc3c(c(=O)n(CC(N)=O)c(=O)n3C)n2C1 (stereo not given)	2	3	103	94	5	100	3	115
Cc1ccc(NC(=S)NC(NC(=O)Cc2cccc3ccccc23)C(Cl)(Cl)Cl)cc1 (stereo not given)	0	12	91	101	10	96	4	107
COc1ccc(C(=O)Oc2c(OC)cc(C(=S)N3CCOCC3)cc2OC)cc1	8	3	95	100	2	106	-1	105
S=c1nc(-c2cccc(Br)c2)[nH][nH]1	-18	-28	92	99	-4	95	4	93
C#CCn1c2ccccc2c2nc3ccccc3nc21	-3	4	95	114	8	108	88*	106
